# TRPN1 ag: activates the zebrafish TRPN1 channel; HEK293 zebrafish TRPN1-YFP, Fluo-8 calcium fluorescence; 100% = response to 87 µM carbachol; activation, % at 3 µM; hit rate 0.18% among 220,000; AID 1424;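 active = activation above its plate's cutoff, the mean activation of test wells on that plate plus 3 SD, cut at about 19% in these data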;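 note: 0% = DMSO alone and 100% = 87 µM carbachol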
#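 Material: zebrafish TRPN1-YFP in HEK293 cells; Doses: single test compound dose, 3 µM nominal, 0.3% DMSO; Timing: dye loading 1 h at 37 °C, then 30 min room temperature; Technique: intracellular calcium fluorescence with Fluo-8; Benchmarks: high carbachol 87 µM, low DMSO alone.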
# PPC-1+TRAIL kill: PPC-1 cancer cell killing with TRAIL present; PPC-1 cells + TRAIL, ATPLite viability luminescence; cell killing (% activity), % at 4 µM; hit rate 0.41% among 220,000; AID 1443;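 active = cell killing above 50% in the first pass at 4 µM, then a duplicate retest at 5 µM averaging 50% or more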;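 note: plate controls were cells with TRAIL plus DMSO for no effect and medium-only wells lacking cells for full effect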
# NPY-Y1 PAM-ag: potentiates or activates human NPY-Y1 receptor | P25929 | NPY-Y1 expressing cells, potentiator/agonist activation | activation, % at 3.6 µM | hit rate 0.37% among 220,000; in the data active = activation above about 33%, passing the limit was not always enough;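 note: cells stimulated with NPY at EC10 then isoproterenol at EC100; 0% = low agonist plus stimulus and 100% = saturating agonist plus stimulus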
# Target sequence (P25929 whole entry, looked up): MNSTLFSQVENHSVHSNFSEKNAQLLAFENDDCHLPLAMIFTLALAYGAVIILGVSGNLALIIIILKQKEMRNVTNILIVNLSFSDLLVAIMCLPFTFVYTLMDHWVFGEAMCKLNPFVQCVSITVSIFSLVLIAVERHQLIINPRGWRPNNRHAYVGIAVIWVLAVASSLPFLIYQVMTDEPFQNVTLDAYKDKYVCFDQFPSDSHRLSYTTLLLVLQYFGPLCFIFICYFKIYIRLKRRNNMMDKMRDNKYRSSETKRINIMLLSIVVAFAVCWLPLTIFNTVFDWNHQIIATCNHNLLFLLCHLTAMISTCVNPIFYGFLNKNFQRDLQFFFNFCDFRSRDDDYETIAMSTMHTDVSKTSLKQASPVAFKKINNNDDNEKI
# NPY-Y1 antag: blocks the human neuropeptide Y Y1 receptor | P25929 | HEK293-CNG Y1 cells, membrane potential fluorescence; NPY at EC95, then isoproterenol | inhibition, % at 3.6 µM | hit rate 1% among 200,000 | AID 1040;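 active = inhibition above the campaign mean inhibition of all tested compounds plus 3 SD, cut at about 20% in these data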;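 note: 0% = DMSO wells given NPY plus isoproterenol and 100% = isoproterenol alone without NPY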
#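 Material: HEK293 cells co-expressing NPY Y1 receptor and cyclic-nucleotide gated channel. Timing: compound incubation 1 h at room temperature, readout 45 min post-stimulation. Signal: fluorescence, membrane potential probe.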
# PGE2 EP2 inh: inhibitors of human EP2 prostaglandin E2 receptor; inhibition, % at 25 µM; C6 glioma cells expressing human EP2, cAMP TR-FRET; cells stimulated with saturating PGE2; hit rate 0.52% among 260,000; P43116;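 active = percent inhibition above 40 after rounding to a whole number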;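 note: rat C6 glioma host cells with rolipram phosphodiesterase inhibitor present; the protocol text gives 20 µM as final concentration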
# Target sequence (P43116 whole entry, looked up): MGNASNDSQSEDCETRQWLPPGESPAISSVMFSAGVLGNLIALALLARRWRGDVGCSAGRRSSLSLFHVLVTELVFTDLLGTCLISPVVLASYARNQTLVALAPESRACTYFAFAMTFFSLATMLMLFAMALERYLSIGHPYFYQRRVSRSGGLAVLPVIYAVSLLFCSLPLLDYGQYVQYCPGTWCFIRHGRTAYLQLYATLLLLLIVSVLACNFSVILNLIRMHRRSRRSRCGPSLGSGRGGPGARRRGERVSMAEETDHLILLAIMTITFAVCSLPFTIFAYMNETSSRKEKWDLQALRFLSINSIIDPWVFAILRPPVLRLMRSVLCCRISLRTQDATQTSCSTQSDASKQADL
# CHOP inhibitor: inhibitors of CHOP induction in ER stress response | hit rate 3.8% among 220,000 | AID 2732 | inhibition, % at 10 µM | CHO-K1 CHOP-promoter luciferase, tunicamycin-induced, 15-18 h;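 active = compounds that reduced the stress-induced luciferase reporter signal by more than about 70% of percent inhibition, limit read from the data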;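 note: 0% = tunicamycin plus vehicle and 100% = wells without tunicamycin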
# 14-3-3 Bad PPI: disrupts binding of bovine 14-3-3 zeta to phospho-Bad peptide; inhibition, % at 21.7 µM; P63103; hit rate 0.71% among 220,000; AID 781; TR-FRET 14-3-3zeta/Dy647-pBad peptide displacement, 1 h;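 active = inhibition above about 70%, limit read from the data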;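 note: 0% = full 14-3-3 plus peptide FRET controls and 100% = background without 14-3-3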
# Target sequence (P63103 whole entry, looked up): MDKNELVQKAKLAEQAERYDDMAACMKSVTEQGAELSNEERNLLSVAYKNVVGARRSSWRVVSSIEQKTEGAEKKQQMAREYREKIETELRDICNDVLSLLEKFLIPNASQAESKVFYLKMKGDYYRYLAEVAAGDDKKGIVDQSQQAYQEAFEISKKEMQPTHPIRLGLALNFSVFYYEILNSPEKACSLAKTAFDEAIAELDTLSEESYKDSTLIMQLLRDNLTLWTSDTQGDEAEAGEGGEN
# TRPML3 agonist: human mucolipin-3 channel agonism | Q8TDD5 | HEK293 TRPML3-YFP, Fluo-8 calcium fluorescence; 100% = the carbachol control signal | activation, % at 3 µM | hit rate 0.29% among 220,000 | AID 1448;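 active = activation above its plate's cutoff, the mean activation of the plate's test wells plus 3 SD, cut at about 12% in these data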;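 note: 0% = DMSO only wells and 100% = carbachol wells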
#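 Test system – HEK293 line with stable expression of human TRPML3-YFP channel · Control set – carbachol 87 µM final as high control (100%), DMSO as low control (0%) · Signal – Fluo-8 calcium dye fluorescence, ex 470-495, em 515-575 nm · Incubation – 1-h 37 °C dye load, 5-s basal, 120-s post-compound reads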
# EP2 mod: modulators of human EP2 prostaglandin E2 receptor; P43116; EP2-expressing cells, cAMP HTRF FRET, PGE2 co-stimulation; induction, % at 25 µM; hit rate 0.83% among 260,000; AID 940;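 active = compounds whose cAMP rise, as percent of the full-agonist control response, exceeds 60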;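 note: rat C6 glioma line stably carrying human EP2 under a CMV promoter; the protocol text gives 20 µM as final concentration; 100% = response of wells given 1 µM PGE2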
# Starred values were filed as active, the others as inactive; / = not tested or not shown; & = joins results of further samples; [ ] = another dose, or the depositor's remark.
# Start of the data: the first 14 records (preview)
SMILES,TRPN1 ag,PPC-1+TRAIL kill,NPY-Y1 PAM-ag,NPY-Y1 antag,PGE2 EP2 inh,CHOP inhibitor,14-3-3 Bad PPI,TRPML3 agonist,EP2 mod
CCC(=NCCc1c(C)[nH]c2ccccc12)C1=C(O)CC(c2ccccc2)CC1=O (centres undefined),-0.4,5,3,9,13,34,-11,0.1,-77
Cc1ccc([N+](=O)[O-])c(OCCN2C(=O)NC(C)(C)C2=O)c1,1.7,14,-2,-3,9,11,-7,1.5,4
Cc1n[nH]c(=S)n1-c1ccc(Cl)cc1,-0.2,-1,8,6,5,-6,-13,0.5,13
O=C(N/N=C/c1cc(Cl)cc([N+](=O)[O-])c1O)c1ccccc1NS(=O)(=O)c1cccs1,-0.1,8,32,/,3,2,23,1.2,-32
C/C(=N\NC(=O)COc1ccccc1[N+](=O)[O-])c1cccs1,2.7,-9,2,3,3,-20,6,2.3,-56
O=C(CSc1nc2ncc(Br)cc2[nH]1)c1cccc([N+](=O)[O-])c1,-0.8,3,-2,0,8,32,-10,-0.7,-9
Cc1c(CCCN)c2ccccc2n1Cc1ccccc1,-0.5,/,14,10,11&7,-10,6,0.3,-68&14
CCOC(=O)N1CCN(C(=S)Nc2ccc(C)cc2C)CC1,1.1,12,0,4,5,5,-16,1.4,7
CC(=O)CCn1cnc([N+](=O)[O-])n1,0.2,/,-7,-4,8,2,-8,0.9,31
Cc1ccc(N=C2NC(=O)/C(=C\c3ccco3)S2)cc1,1.2,20,2,-4,15,-24,-6[fluorescence artefact?],-0.1,20
CCCCCCCCOC(=O)C(NC(=O)CCC(=O)Nc1ccc(S(N)(=O)=O)cc1)C(O)c1ccccc1 (centres undefined),0.0,13,-25,9,-1,40,0,0.1,5
O=C(c1cc(Cl)ccc1Cl)N1CCOCC1,3.4,16,14,5,1,25,3,0.7,5
CC1=C(C)CC(C(=O)NNC(=O)c2csc3c2CCC(C(C)(C)C)C3)C(C(=O)O)C1 (centres undefined),-0.4,20,-29,2,16,-20,-1,0.2,27
Cc1ccc(S(=O)(=O)N(CCCO)CC(O)CON=C2c3ccccc3-c3ccccc32)cc1 (centres undefined),-0.5,20,3,-2,5,41,12,-0.2,-16

# The listing, from the start:
SMILES,TRPN1 ag,PPC-1+TRAIL kill,NPY-Y1 PAM-ag,NPY-Y1 antag,PGE2 EP2 inh,CHOP inhibitor,14-3-3 Bad PPI,TRPML3 agonist,EP2 mod
CCC(=NCCc1c(C)[nH]c2ccccc12)C1=C(O)CC(c2ccccc2)CC1=O (centres undefined),-0.4,5,3,9,13,34,-11,0.1,-77
Cc1ccc([N+](=O)[O-])c(OCCN2C(=O)NC(C)(C)C2=O)c1,1.7,14,-2,-3,9,11,-7,1.5,4
Cc1n[nH]c(=S)n1-c1ccc(Cl)cc1,-0.2,-1,8,6,5,-6,-13,0.5,13
O=C(N/N=C/c1cc(Cl)cc([N+](=O)[O-])c1O)c1ccccc1NS(=O)(=O)c1cccs1,-0.1,8,32,/,3,2,23,1.2,-32
C/C(=N\NC(=O)COc1ccccc1[N+](=O)[O-])c1cccs1,2.7,-9,2,3,3,-20,6,2.3,-56
O=C(CSc1nc2ncc(Br)cc2[nH]1)c1cccc([N+](=O)[O-])c1,-0.8,3,-2,0,8,32,-10,-0.7,-9
Cc1c(CCCN)c2ccccc2n1Cc1ccccc1,-0.5,/,14,10,11&7,-10,6,0.3,-68&14
CCOC(=O)N1CCN(C(=S)Nc2ccc(C)cc2C)CC1,1.1,12,0,4,5,5,-16,1.4,7
CC(=O)CCn1cnc([N+](=O)[O-])n1,0.2,/,-7,-4,8,2,-8,0.9,31
Cc1ccc(N=C2NC(=O)/C(=C\c3ccco3)S2)cc1,1.2,20,2,-4,15,-24,-6[fluorescence artefact?],-0.1,20
CCCCCCCCOC(=O)C(NC(=O)CCC(=O)Nc1ccc(S(N)(=O)=O)cc1)C(O)c1ccccc1 (centres undefined),0.0,13,-25,9,-1,40,0,0.1,5
O=C(c1cc(Cl)ccc1Cl)N1CCOCC1,3.4,16,14,5,1,25,3,0.7,5
CC1=C(C)CC(C(=O)NNC(=O)c2csc3c2CCC(C(C)(C)C)C3)C(C(=O)O)C1 (centres undefined),-0.4,20,-29,2,16,-20,-1,0.2,27
Cc1ccc(S(=O)(=O)N(CCCO)CC(O)CON=C2c3ccccc3-c3ccccc32)cc1 (centres undefined),-0.5,20,3,-2,5,41,12,-0.2,-16
Cc1ccc(-n2nc(C)c3c(C)c(CCC(=O)NCc4ccccc4)c(C)nc32)cc1,0.7,-21,13,6,11,70*,16,0.4,-8
CC(C)(C)C1CCC(=NNC(=O)C(=O)NC2CCCCC2)CC1 (centres undefined),0.6,-10,-7,2,15,11,-7,0.2,32
Cc1nc2ncnn2c(C)c1CCC(=O)N1CCCCC1,0.6,45,9,5,5,5,2,0.3,20
O=C(COc1ncnc2scc(-c3ccc(Cl)cc3)c12)NCc1ccco1,-0.8,-6,14,-2,7,37,-13[fluorescence artefact?],-1.2,-33
COc1ccc(-c2nn(-c3ccccc3)cc2/C=N/Nc2ccc(S(N)(=O)=O)cc2[N+](=O)[O-])cc1OC,0.0,29,4,0,13,-5,22,0.7,14
O=c1nccc(NCc2ccco2)[nH]1,0.8,-6,12,2,4,4,8[fluorescence artefact?],0.7,30
CN(c1ccccc1)S(=O)(=O)c1ccc(NC(=S)NC(=O)c2ccccc2)cc1,0.8,23,-20,6,14,15,-8,2.1,-44
COc1ccc2c(c1)O[C@@H](c1cccc(C(F)(F)F)c1)[C@H](OC(=O)NCCc1ccc(OC)c(OC)c1)C2=O,-0.5,-7,-15,0,/,34,-4,0.5,39
CCn1cc(Br)c(C(=O)N2CCN(c3ccccc3)CC2)n1,0.1,14,-17,0,8,13,72*,0.8,0
COCC(=O)Nc1ccc2nc3n(c(=O)c2c1)CCCCC3,0.5,1,-6,/,1,-4,0,0.5,5
Cc1cccc(NC(=S)NNc2ncc(C(F)(F)F)cc2Cl)c1,2.8,0,-2,-3,7,34,-7,2.3,-24
SMILES,TRPN1 ag,PPC-1+TRAIL kill,NPY-Y1 PAM-ag,NPY-Y1 antag,PGE2 EP2 inh,CHOP inhibitor,14-3-3 Bad PPI,TRPML3 agonist,EP2 mod
COc1ccc(NC(=O)COC(=O)C2CCCCC2)c([N+](=O)[O-])c1,-0.9,2,3,-2,4,43,-7,0.5,14
Cc1ccnc(NS(=O)(=O)c2ccccc2)n1,0.9,-18,8,0,13,11,-4,-0.3,20
Cc1ccc2nsnc2c1S(=O)(=O)Nc1cccc2nsnc12,-0.6,5,8,-9,20,-2,-18,-0.1,12
Cc1nc2ccc(NC(=O)c3cccc(S(=O)(=O)N(C)c4ccccc4)c3)cc2s1,4.3,2,14,0,15,37,2[fluorescence artefact?],1.3,-116
CC(C)N1C(=O)/C(=C\c2nc3ccccc3c(=O)n2-c2ccccc2)c2ccccc21,0.3,41,-29,-3,9,15,21,-0.8,34
O=C(N/N=C/c1c(O)ccc2ccccc12)c1ccc[n+](CCO)c1,1.1,-15,3,9,10,15,-7,0.4,-4
O=C1CC(c2ccccc2)CC(O)=C1C=NCc1ccc(Cl)cc1 (centres undefined),-1.5,31,2,7,25,61,6[fluorescence artefact?],0.3,-11
COc1ccc(/C=C(\C#N)C(=O)NCc2cccnc2)cc1OC,0.5,14,11,-4,11,-28,-3,0.5,25
O=C(Nc1ccccc1F)c1ccc(S(=O)(=O)NCC2CCCO2)cc1 (centres undefined),2.7,7,12,-4,9,15,9[fluorescence artefact?],0.1,-7
O=C(N/N=C/c1ccc([N+](=O)[O-])o1)c1sc2ccccc2c1Cl,1.8,11,22,/,1,-3,-4,0.7,-19
O=c1c2ccccc2nnn1CSc1nc2cc(Cl)ccc2c(=O)n1Cc1ccco1,2.4,/,-10,-7,6,/,/,0.5,/
CN(C)CCCNc1ncnc2c1cnn2-c1ccccc1,1.3,13,6,0,10,39,3,0.5,-18
O=C(CSc1nnc(-c2ccco2)n1Cc1ccccc1)NCc1ccccc1,-0.4,16,-12,6,10,-8,-12,-0.1,23
CCCCCCNC(=O)Nc1ccccc1,1.0,30,-13,-4,7,16,9,0.5,-8
CC(=O)c1cccc(NC(=S)NC(=O)c2ccc(Cl)cc2)c1,-0.2,35,-3,10,5,-54,-6,0.7,-5
NC(=O)c1cc2ccc(O)cc2oc1=Nc1ccccc1,4.5,8,27,-7,10,63,-11,1.5,30
CNC(=S)NNc1nc(N2CCOCC2)nc(N2CCOCC2)n1,0.9,-10,-15,9,4,-7,-7,0.5,4
O=S(=O)(c1ccc(S(=O)(=O)N2CCCC2)cc1)N1CCCCCC1,1.8,-2,-6,-4,-3,0,1[fluorescence artefact?],1.1,-7
COc1ccc(CCNC(=O)COc2ccc(N(C)S(=O)(=O)c3ccc(Cl)cc3)cc2)cc1,2.4,12,-26,11,-2,25,-2,44*,-42
COc1cccc(NC(=O)CN(c2ccc3c(c2)OCO3)S(C)(=O)=O)c1,-0.2,36,-6,-2,8,3,3,0.5,-44
Clc1ccccc1/C=C/c1nc(-c2ccccn2)no1,-2.4,71*[5 µM],-21,/,6,69,-1,-0.3,26
O=S(=O)(c1cccc2ccccc12)n1nnc2ccccc21,-0.1,33,-16,7,7,13,64,0.9,7
CCc1ccccc1-n1nnnc1-c1cnccc1C(F)(F)F,-0.9,-2,9,/,11,-4,0,0.0,-33
CCOc1ccc(C(=O)CN2CCN(S(=O)(=O)c3ccc(Br)cc3)CC2)cc1,0.1,-14,2,-1,9,14,42,0.5,-19
C=C(C)CN(CC)C(=O)CCc1nnc(CCc2c[nH]c3ccccc23)o1,0.5,-8,-6,-4,2,24,-10,0.8,0
CCOC(=O)Cc1cnc(NC(=O)Cn2nnc(-c3ccc(OCC)cc3)n2)s1,3.7,4,-15,0,10,57,-8,6.4,-2

# A portion of the library; rates above refer to the full screens.
